KCNK9 inh: inhibitors of human KCNK9 two-pore domain potassium channel | B-score at 10 µM | 310,000 tested, 1.2% active | Q9NPC2 | HEK293 KCNK9, FluxOR thallium flux fluorescence; stronger effect = lower value;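 active = ratio B-score over 3 SD below the library mean, with starting fluorescence within 5 SD of its mean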;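 note: negative B-score means less thallium flux so channel inhibition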
PolyA inhibitor: yeast polyadenylation inhibition. AID 1875. calls only at 12 µM. S. cerevisiae SKY197-pL101 polyadenylation reporter, beta-gal luminescence; efflux-impaired pdr1/pdr3 knockout yeast; score 100 = 6 SD above DMSO. 300,000 tested, 0.02% active;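 active = lowest replicate activity score at least 50, where 100 means six control SD above control mean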;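 note: yeast exposed to compound for 9 h at 30 °C; higher score means more reporter readthrough which indicates perturbed polyadenylation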
Dyrk1A ADPGlo: Dyrk1A (rat) kinase inhibition | 310,000 tested, 0.43% active | Q63470 | inhibition, % at 12.5 µM | ADP-Glo luminescence, NFATc1 peptide; in the data active = inhibition above about 50%;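 note: plate controls were vehicle with enzyme for no effect and no enzyme for full effect; many of its hits are not listed in these tables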
hERG rescue: shields human hERG channel from block by proarrhythmic agents. Q12809. CHO-hERG, FluxOR thallium flux, dofetilide IC70 present. activation (rescue from dofetilide block), less the hit threshold, % at 10 µM. 310,000 tested, 0.51% active;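 active = activation above the mean of controls blocked by dofetilide plus 5 SD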;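 note: thallium influx through hERG after potassium depolarization seen as dye fluorescence rise; in these data hits start at about 4.7%; inactives centre near -7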
RGS4 inh: inhibitors of human RGS4 | B-score at 10 µM | AID 463165 | 310,000 tested, 0.45% active | HEK293 M3R/RGS4 inducible, Fluo-4 calcium flux; stronger effect = higher value; triggered by carbachol at its EC20;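 active = B-score, a plate-corrected calcium signal, over three deviations above library mean, with baseline fluorescence within five deviations of library mean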;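 note: RGS4 expression induced by doxycycline in cells with stable M3 receptor; B-score is computed from the integrated fluorescence ratio over baseline after carbachol; higher B-score means a larger calcium signal and so more RGS4 inhibition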
KCNQ1 block: blocks the human KCNQ1 potassium channel; 310,000 tested, 1.3% active; P51787; CHO-K1 KCNQ1, FluxOR thallium flux fluorescence; stronger effect = higher value; B-score at 10 µM;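 active = compounds whose thallium flux B-score, printed positive for inhibition, exceeds three library SD while starting fluorescence stays within three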;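 note: channel opened by potassium depolarization with thallium stimulus after 20 min compound exposure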
Target sequence (P51787 whole entry, looked up): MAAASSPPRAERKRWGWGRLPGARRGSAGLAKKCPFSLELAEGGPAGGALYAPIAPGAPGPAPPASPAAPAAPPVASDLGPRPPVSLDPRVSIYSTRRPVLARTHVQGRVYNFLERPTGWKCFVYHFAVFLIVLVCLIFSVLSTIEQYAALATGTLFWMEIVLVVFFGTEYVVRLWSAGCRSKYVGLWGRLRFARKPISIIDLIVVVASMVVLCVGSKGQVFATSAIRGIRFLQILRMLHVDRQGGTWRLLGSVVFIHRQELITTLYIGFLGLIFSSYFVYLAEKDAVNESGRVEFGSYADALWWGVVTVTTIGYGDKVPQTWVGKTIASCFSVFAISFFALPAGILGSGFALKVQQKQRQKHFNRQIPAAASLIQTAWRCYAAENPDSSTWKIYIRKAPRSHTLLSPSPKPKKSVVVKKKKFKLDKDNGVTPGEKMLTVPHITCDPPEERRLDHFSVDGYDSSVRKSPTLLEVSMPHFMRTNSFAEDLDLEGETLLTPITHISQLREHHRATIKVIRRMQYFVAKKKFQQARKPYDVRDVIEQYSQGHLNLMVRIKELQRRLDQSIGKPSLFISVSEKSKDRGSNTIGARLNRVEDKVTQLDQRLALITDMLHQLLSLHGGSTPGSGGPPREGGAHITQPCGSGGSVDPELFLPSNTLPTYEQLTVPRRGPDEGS
GSK3beta inhib: blocks human GSK3beta kinase activity; P49841; activity score (negative = inhibition), % at 10 µM; AID 2097; 300,000 tested, 0.038% active; GST-GSK3beta kinase, ADP-Glo luminescence, 60 min; stronger effect = lower value;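 active = more than half of replicate wells score below -50%, meaning over 50% inhibition versus plate controls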;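 note: 0% = median DMSO wells and -100% = median GW8510 positive control wells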
Target sequence (P49841 whole entry, looked up): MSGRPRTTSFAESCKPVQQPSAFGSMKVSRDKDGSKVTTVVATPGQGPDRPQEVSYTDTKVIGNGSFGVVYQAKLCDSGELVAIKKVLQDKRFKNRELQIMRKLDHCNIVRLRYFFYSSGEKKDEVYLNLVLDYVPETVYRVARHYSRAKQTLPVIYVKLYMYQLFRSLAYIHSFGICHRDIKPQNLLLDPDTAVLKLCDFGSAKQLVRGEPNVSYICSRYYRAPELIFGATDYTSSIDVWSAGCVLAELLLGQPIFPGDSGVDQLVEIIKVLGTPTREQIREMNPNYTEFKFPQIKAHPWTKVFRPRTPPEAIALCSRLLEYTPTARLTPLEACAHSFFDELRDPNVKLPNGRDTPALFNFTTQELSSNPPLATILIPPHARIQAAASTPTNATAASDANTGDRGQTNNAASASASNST
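Test system: GST-fused GSK3beta enzyme, cell-free | Quantity: 1.6 ng GST-GSK3beta enzyme per well | Reagent: 25 µM ATP with peptide substrate | Schedule: 60 min enzyme reaction, room temperature | Signal: Luminescent ADP-Glo measurement of ADP formed | Read-out basis: Score relative to plate controls | Control set: DMSO and 20 µM GW8510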
KCNK3 block: human KCNK3 channel inhibition, primary screen. CHO-KCNK3 thallium flux, FluxOR fluorescence; stronger effect = lower value. B-score at 10 µM. 340,000 tested, 0.84% active. AID 602410;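 active = B-score under library mean minus 4 SD, starting fluorescence ratio at most library mean plus 5 SD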;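 note: more negative B-score means stronger inhibition of thallium flux through KCNK3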
KCNQ1 act: potentiates or activates the human KCNQ1 potassium channel; CHO-K1 KCNQ1, thallium flux FluxOR fluorescence; stronger effect = higher value; 310,000 tested, 0.35% active; B-score at 10 µM; AID 2648;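 active = fluorescence ratio B-score, a plate-corrected score, at least three library SD, with initial intensity B-score within 5 SD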
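Assay system: CHO-K1 cells stably expressing KCNQ1; Medium: assay buffer with matched DMSO; Also added: K+/Tl+ depolarizing stimulus; Dosing: single dose; Timing: dye 90 min, compound 20 min, room temperature; Measured by: kinetic FluxOR thallium fluorescence, 10-s 1-Hz baseline, 110-s post-stimulus read; Read-out: peak-minus-minimum fluorescence over initial fluorescence, negative-control normalized, B-scored.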
GSK3A inh: human GSK-3 alpha kinase inhibition | ADP-Glo luminescence, 60 min | 320,000 tested, 0.1% active | P49840 | inhibition, % at 10 µM;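 in the data active = inhibition above about 50%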;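 note: GST-tagged GSK-3 alpha with peptide substrate and 25 µM ATP; 0% = DMSO neutral wells and 100% = GW8510 positive control wells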
RGS4 act: potentiators or activators of RGS4. HEK293 M3R/inducible RGS4, carbachol calcium flux Fluo4; stronger effect = lower value. B-score at 10 µM. 310,000 tested, 0.92% active;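 active = B-score of the integrated calcium signal more than 4 SD below the library mean, with starting fluorescence not abnormally high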;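 note: negative B-score means reduced calcium response which marks RGS4 activation or potentiation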
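test system = HEK293 cells with stable M3R and inducible RGS4 | schedule = recording 10 s baseline at 1 Hz, 100 s post-agonist | technique = Fluo4-AM (2 µM) calcium-flux fluorescence, kinetic read | measure = Agonist-evoked peak-minus-minimum fluorescence over baseline, integrated ratio, B score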
The depositor's hits bear a star; i = inactive; x = not tested or not shown. Only part of the results is shown, so the mix of outcomes need not match the whole.

SMILES	KCNK9 inh	PolyA inhibitor	Dyrk1A ADPGlo	hERG rescue	RGS4 inh	KCNQ1 block	GSK3beta inhib	KCNK3 block	KCNQ1 act	GSK3A inh	RGS4 act
Cc1cc(O)cc(O)c1-c1onc(C(F)(F)F)c1-c1cscn1	i	i	27	-10	i	i	0	i	i	1	i
COCCCNC(=O)CCSc1ccc(C)cc1	i	i	-3	3	i	i	-2	i	i	-4	i
CCOC(=O)C1CCCN(S(=O)(=O)c2cc(Br)cc3c2N(C(=O)CC)CC3)C1 (stereo not drawn)	i	i	1	-9	i	i	x	i	i	-2	i
Nc1ccc(-c2ccc(N)c([N+](=O)[O-])c2)cc1[N+](=O)[O-]	i	i	-6	-2	i	i	0	i	i	-3	i
Cc1ccn2c(Nc3ccc4c(c3)OCO4)c(-c3ccc(O)cc3)nc2c1	i	i	-2	-18	i	i	2	i	i	4	i
S=c1[nH]nc(COc2ccccc2)n1/N=C/c1cccnc1	i	i	0	-9	i	i	-1	i	i	-2	i
Cc1ccc(C(NC(=O)C2CCCCC2)c2c(O)ccc3ccccc23)cc1 (stereo not drawn)	i	i	-3	-16	i	9*	1	i	i	-1	i
O=C(Nc1ccc2nccnc2c1)c1cnccn1	i	i	11	-11	i	i	2	i	i	0	i
O=C(OCn1nnc2ccccc2c1=O)c1ccc(Br)o1	i	i	0	-12	i	i	1	i	i	0	i
C#CC1(NC(=O)NC(C)C)CCCCC1	i	i	0	-8	i	i	1	i	i	-1	i
COc1ccc(CN2CCNC(=O)C2CC(=O)NCc2cc(C)n(C)n2)c(F)c1 (stereo not drawn)	i	i	-1	-4	i	i	3	i	i	0	i
COc1ccc(-c2nnc(SCc3c(C)noc3C)o2)cc1	i	i	29	-13	i	i	-2	i	i	16	i
Cc1ccc(-c2nc3cc(NC(=O)C(C)C)ccc3o2)cc1C	i	i	-3	-14	i	i	3	i	i	1	i
O=C(CN(C1CCCCC1)S(=O)(=O)c1ccc(Cl)cc1)N1CCOCC1	i	i	-3	-18	i	i	-3	i	i	-2	i
CCc1ccc(NC(=S)Nc2cccc(OC)c2)cc1	i	i	11	3	i	i	-2	i	i	0	i
Cc1cccc2cc(CN(Cc3ccco3)C(=O)NC3CCCCC3)c(=O)[nH]c12	i	i	5	-15	i	i	0	i	i	0	i
O=C(/C=C/c1ccco1)N1CCN(c2ncccn2)CC1	i	i	-2	-4	i	i	1	i	i	-2	i
CN(C)c1cc(Cl)c2nonc2c1N	i	i	2	-4	i	i	-5	i	i	-13	i
CCC1CN(C(=O)N2CCC(C(=O)NCc3ccc(OC)cc3OC)CC2)c2ccccc2O1 (stereo not drawn)	i	i	4	-9	i	i	-2	i	i	1	i
COc1cc(Cn2c(=O)oc3ccc(C)cc32)ccc1OC(C)C	i	i	-1	-15	i	i	0	i	i	0	i
COc1cccc(C(=O)NCC(=O)N/N=C/c2cn[nH]c2-c2ccccc2)c1	i	i	6	-9	i	i	0	i	i	x	i
O=C(CCn1c(=O)oc2ccc(Cl)cc21)N1CCN(Cc2ccccc2)CC1	i	i	-3	-14	i	i	1	i	i	2	i
O=C(OCc1ccccc1F)c1ccc2c(c1)-c1ccccc1C2=O	i	i	4	-13	i	i	2	i	i	-1	i
COc1ccc(C2c3c(oc4ccc(Cl)cc4c3=O)C(=O)N2CCN2CCOCC2)cc1 (stereo not drawn)	i	i	2	-7	i	i	-1	i	i	0	i

Six structures already listed, ordered by molecular weight, largest number first.
SMILES	KCNK9 inh	PolyA inhibitor	Dyrk1A ADPGlo	hERG rescue	RGS4 inh	KCNQ1 block	GSK3beta inhib	KCNK3 block	KCNQ1 act	GSK3A inh	RGS4 act
CCC1CN(C(=O)N2CCC(C(=O)NCc3ccc(OC)cc3OC)CC2)c2ccccc2O1 (stereo not drawn)	i	i	4	-9	i	i	-2	i	i	1	i
COc1ccc(C2c3c(oc4ccc(Cl)cc4c3=O)C(=O)N2CCN2CCOCC2)cc1 (stereo not drawn)	i	i	2	-7	i	i	-1	i	i	0	i
Cc1cccc2cc(CN(Cc3ccco3)C(=O)NC3CCCCC3)c(=O)[nH]c12	i	i	5	-15	i	i	0	i	i	0	i
COc1cccc(C(=O)NCC(=O)N/N=C/c2cn[nH]c2-c2ccccc2)c1	i	i	6	-9	i	i	0	i	i	x	i
O=C(OCc1ccccc1F)c1ccc2c(c1)-c1ccccc1C2=O	i	i	4	-13	i	i	2	i	i	-1	i
CCc1ccc(NC(=S)Nc2cccc(OC)c2)cc1	i	i	11	3	i	i	-2	i	i	0	i

Remaining list, next part:
SMILES	KCNK9 inh	PolyA inhibitor	Dyrk1A ADPGlo	hERG rescue	RGS4 inh	KCNQ1 block	GSK3beta inhib	KCNK3 block	KCNQ1 act	GSK3A inh	RGS4 act
COc1cccc(CN2C(=O)c3ccccc3S2(=O)=O)c1	i	i	-4	-6	i	i	x	i	i	-3	i
COC1=C/C(=C/c2c(N)n3cc(C)sc3nc2=O)C=CC1=O	i	i	14	-2	i	i	-28	i	i	3	i
COc1cc(SC)ccc1C(=O)NCCc1c[nH]c2ccccc12	i	i	3	-3	i	i	3	i	i	-1	i
CCN1C(=O)C(CC(=O)Nc2ccc(Br)cc2)N(CCCc2ccccc2)C1=S (stereo not drawn)	i	i	-1	-14	i	8*	3	i	i	0	i
COC/C=C/C1=CC2=CC(=O)C(C)(OC(=O)c3cnc4ccccc4n3)C(=O)C2=CN1c1ccccc1 (stereo not drawn)	i	i	x	-7	i	i	-1	x	i	-1	i
O=C(Nc1ccc(NC(=O)c2ccccc2)nc1)c1ccncc1	i	i	-2	-12	i	i	0	i	i	x	i
O=C(NC(=S)Nc1ccc(N2CCN(C(=O)c3ccccc3)CC2)cc1)c1cccs1	i	i	x	-17	i	i	0	i	i	-11	i
CC(C)CNC(=O)c1ccccc1NC(=O)/C=C/c1cccc([N+](=O)[O-])c1	i	i	2	-10	i	i	1	i	i	0	i
CCN1C(=O)c2cccc3c(S(=O)(=O)Nc4ccccc4OC)ccc1c23	i	i	6	-7	i	i	2	i	i	-1	i
COCCNC(=O)C(c1ccc(O)cc1)N(Cc1ccco1)C(=O)CCC(=O)Nc1nccs1 (stereo not drawn)	i	i	1	-17	i	i	2	i	i	8	i
O=C(Nc1cc2c3c(c1)C1CCCC1CN3CC1CCCC21)c1ccc([N+](=O)[O-])cc1 (stereo not drawn)	i	i	-2	-15	i	i	0	i	i	0	-8.1*
COc1ccc(Nc2cccc3ccccc23)cc1	i	i	-2	-5	i	i	-1	i	i	-1	i
O=C(O)CCCn1c(O)c(C=C2N=c3ccccc3=N2)sc1=S	i	i	0	-12	i	i	0	i	i	2	i
CC(C)(C)c1nnc(NC(=O)c2ccc(Cl)nc2)s1	i	i	3	-4	i	i	0	i	i	1	i
COC(CNC(=O)[C@H](Cc1ccccc1)N1Cc2ccccc2C1=O)OC	i	i	-6	-3	i	i	1	i	i	-2	i
NC(=O)C1CCN(C(=O)C2c3ccccc3C(=O)N3CCc4ccccc4C23)CC1 (stereo not drawn)	i	i	13	-5	i	i	1	i	i	-3	i
CCN(CC)c1ccc(CNc2ccc3c(c2)ncn3CC)cc1	i	i	x	-5	i	i	1	x	i	1	i
C[C@@]12CCC=C[C@H]1[C@H](c1ccc3ccccc3c1Br)N(Cc1ccccc1)C2=O	i	i	x	-4	i	i	3	i	i	-3	i
Cc1cc2cc(CNC(=O)Nc3ccccc3)ccc2n1C	i	i	3	-4	i	i	1	i	i	-3	i
CC1(C)CC2CC(C)(CN2C(=S)Nc2ccccc2F)C1 (stereo not drawn)	i	i	1	-8	i	i	0	i	i	0	i
Cc1nnc(-c2cnn(C)c2N)n1Cc1ccccc1F	i	i	1	-6	i	i	-2	i	i	-1	i
CCC(Cc1ccccc1)NC(=O)C1CCN(S(=O)(=O)c2ccc3c(c2)CC(C)N3C(C)=O)CC1 (stereo not drawn)	i	i	1	-16	i	i	0	i	i	1	i
CCC(C)NCCOCCOc1ccccc1-c1ccccc1 (stereo not drawn)	i	i	x	-14	i	i	1	i	i	4	i
CC(C)[C@H](NC(=O)C1CCC(CNC(=O)[C@@H]2CCCN2C(=O)OC(C)(C)C)CC1)C(=O)O (stereo partly drawn)	i	i	1	-9	i	i	0	i	i	x	i
Cc1ccccc1C(CC(=O)c1cccs1)C(C#N)C#N (stereo not drawn)	i	i	-2	-7	i	i	-8	i	i	0	i
CC(C)Cn1c(N)c(C(=O)COC(=O)c2cc(-c3ccccc3)nc3ccccc23)c(=O)n(C)c1=O	i	i	-3	-10	i	7*	-1	i	i	-3	i
CCn1c(SCc2ccccc2)nc2c(c1=O)SCC2	i	i	x	-11	i	i	1	i	i	-1	i
S=C(c1ccc(Cl)cc1)N1CCN(Cc2ccccc2)CC1	i	i	5	-7	i	i	0	i	i	1	i
CC(C)C[C@H](NC(=O)OC(C)(C)C)c1nnc(SCC(=O)Nc2ccc(Br)cc2)o1	i	i	1	-15	i	i	-2	i	i	-2	i
CC1=CC(=O)CC(C)(C)C1(O)/C=C/C(C)=C/C(=O)O (stereo not drawn)	i	i	0	-3	i	i	-2	i	i	0	i
COCCn1cnnc1SCC(=O)Nc1cccc(S(=O)(=O)N(C)c2ccccc2)c1	i	i	5	-8	i	i	4	i	i	0	i
CC(CN1CCN(C)CC1)OC(=O)c1ccccc1 (stereo not drawn)	i	i	9	-5	i	i	-4	i	i	-2	i
CCOc1ccc(CNC(=O)CCn2c(=O)oc3ccccc32)cc1OC	i	i	-3	-3	i	i	2	i	i	-1	i
O=C(O)c1ccc(-c2noc(-c3cccc(C(F)(F)F)c3)n2)cc1	i	i	33	-3	i	i	0	i	i	-2	i

Compound activity as filed in PubChem BioAssay.
